Bioassay records deposited in PubChem by Broad Institute.
RAD52 anneal inh: inhibitors of human RAD52 DNA annealing. P43351. recombinant RAD52 DNA annealing, FRET fluorescence. inhibition, % at 18.7 µM. 0.46% of 360,000 active;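 active = every replicate showing at least 50% inhibition; inconclusive = mean inhibition at least 50% but not in every replicate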
Target sequence (P43351 whole entry, looked up): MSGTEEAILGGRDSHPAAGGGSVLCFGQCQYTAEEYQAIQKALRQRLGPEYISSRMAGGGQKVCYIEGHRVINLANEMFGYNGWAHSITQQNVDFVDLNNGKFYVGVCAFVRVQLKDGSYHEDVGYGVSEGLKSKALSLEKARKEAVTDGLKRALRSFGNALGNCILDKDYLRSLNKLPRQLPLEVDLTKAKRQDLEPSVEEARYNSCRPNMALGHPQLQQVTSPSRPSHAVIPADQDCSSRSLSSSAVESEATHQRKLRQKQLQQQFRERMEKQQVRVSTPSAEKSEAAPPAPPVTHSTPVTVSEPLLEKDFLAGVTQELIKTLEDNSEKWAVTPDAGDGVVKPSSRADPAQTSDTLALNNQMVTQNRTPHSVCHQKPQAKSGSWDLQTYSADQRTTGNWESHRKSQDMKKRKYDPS
RAD54 inh: inhibitors of human RAD54 branch migration. RAD54 Holliday junction branch migration, FAM/BHQ fluorescence. inhibition, % at 10.4 µM. 0.14% of 360,000 active. AID 602329;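 active = mean normalized replicate activity at least 40 and at least half of replicates scoring 40 or more; inconclusive = only one of the two criteria met; inactive = mean below 40 and under half of replicates reaching 40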;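 note: 0% = median of neutral control wells and 100% = median of positive control wells; inhibitors cause a drop in the FAM fluorescence signal; in these data hits start at about 50%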
DENV2 CPE: DENV2-induced cell death inhibition; DENV2-infected cells, cytopathic effect rescue, plate reader; CPE inhibition, % at 9.99 µM; 1.7% of 350,000 active; AID 651640; in the data active = CPE inhibition above about 20%, passing the limit was not always enough; inconclusive = no clear call, values can overlap the other calls; tested in BHK-21 cells;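 note: 0% = median of neutral control wells and 100% = median of positive control wells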
GSIS activator: primary screen for activators of insulin secretion dependent on glucose, INS-1E cells, GLuc reporter luminescence; INS-1E GLuc reporter insulin secretion, 2-3 h; activation, % at 16.6 µM; 0.61% of 370,000 active;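 active = lowest replicate activation of at least 40%, so every replicate reaches that level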;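 note: 0% = median of neutral control wells and 100% = median of IBMX positive control wells; some compounds called inactive have numbers as strong as hits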
XiGFP reactiv: X-chromosome reactivation activator; activation, % at 7.58 µM; AID 743238; XiGFP mouse fibroblasts, % GFP-positive cells imaging, 3 d; cells co-treated with 5-aza-dC sensitizer; scaled so ellipticine positive control = 100%; 0.055% of 360,000 active;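 active = mean normalized replicate activation at least 10% and every replicate at or above 10%; inconclusive = only one of the two criteria met; inactive = mean below 10% and not all replicates reach 10%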;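 note: 0% = median of on-plate neutral control wells and 100% = ellipticine 6 µM median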
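Assay system – SV40-immortalized XiGFP fibroblast cells, line 68-5-11 · Buffer or medium – DMEM supplemented with 5-aza-dC as sensitizing agent · Dosing – one concentration, pinned · Benchmarks – positive control ellipticine, 6 µM final · Times – 3 days compound exposure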
E-sel inducer: induces E-selectin expression in human endothelial cells | P16581 | HUVEC E-selectin immunofluorescence imaging; normalized: neutral wells 0, TNF-alpha wells 100 | AID 686992 | activation, % at 7.58 µM | 0.37% of 260,000 active;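 active = mean E-selectin-positive cell signal at least 10% of the positive control, reached in at least 60% of replicates, without over 20% cell loss; inconclusive = no rule given, readout overlaps actives, possibly toxicity-flagged; inactive = the rest, including those meeting only one limit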;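 note: in these data hits start at about 27%; measured in HUVEC primary endothelial cells; signal is the percent of cells scored E-selectin positive by PE staining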
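material = human umbilical vein endothelial cells (HUVEC), E-selectin induction | quantity = 3,000 cells/well | medium = EGM-2 growth medium on 0.1% gelatin-coated wells | technique = immunofluorescence imaging | read-out basis = % PE-positive cells | control set = TNF-alpha positive control, DMSO neutral control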
CASP6 VEID inh: blocks human caspase-6 cleavage activity; P55212; purified caspase-6, Z-VEID-R110 cleavage fluorescence; inhibition, % at 12.5 µM; 0.53% of 350,000 active; AID 686996;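 active = mean inhibition across replicates at least about 35%, with every replicate also reaching that limit, limit read from the data; inconclusive = only one of the two criteria met; inactive = neither criterion met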;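 note: 0% = median of neutral control wells and 100% = no fluorescence left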
Target sequence (P55212 24-179 limits assumed): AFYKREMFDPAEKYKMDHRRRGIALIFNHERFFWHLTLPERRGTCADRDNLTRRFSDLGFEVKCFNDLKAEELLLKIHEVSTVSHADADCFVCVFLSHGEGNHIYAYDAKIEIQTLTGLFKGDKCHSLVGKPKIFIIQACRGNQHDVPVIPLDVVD
Target sequence (P55212 194-293 limits assumed): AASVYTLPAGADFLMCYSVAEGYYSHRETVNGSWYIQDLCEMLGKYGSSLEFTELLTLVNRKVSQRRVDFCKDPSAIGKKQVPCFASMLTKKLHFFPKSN
CFTR F508del cor: correctors of CFTR F508del function in bronchial epithelial cells. activity (quench increase), % at 7.58 µM. 0.36% of 350,000 active. CFBE cells, YFP halide quenching; stimulated with forskolin plus potentiator P3; % fluorescence drop versus neutral controls;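 active = mean added fluorescence quench of at least 8% versus neutral control, with both replicates also reaching 8%; inconclusive = only one of the mean or replicate conditions met; inactive = mean below 8% and not both replicates reaching 8%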;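 note: cells transiently co-express mutant CFTR-F508del with the halide-sensitive YFP; corrector assay measuring rescue of mutant channel to the surface after 24 h compound exposure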
Active calls of the source: *; ? = inconclusive; . = no result given; & = joins results of further samples.

SMILES	RAD52 anneal inh	RAD54 inh	DENV2 CPE	GSIS activator	XiGFP reactiv	E-sel inducer	CASP6 VEID inh	CFTR F508del cor
O=C(NNC(=O)c1ccccc1Cl)c1ccco1	-12	.	3	-1	0.2	1.7	1	-0.2
C/C(CC(=O)Nc1cc(C)cc(C)c1)=N\NC(=O)c1ccccn1	-8	.	-9	-16	0.8	.	1	2.7
CN1c2ccc(C#Cc3cccnc3)cc2[C@@H]2[C@@H](CCN2S(=O)(=O)c2cccc(F)c2)[C@@H]1CO	0	-11	?	-35	0.3	1.3	1	0.9
O=C(Nc1ccc(Cl)c(Cl)c1)N[C@H]1CC[C@H](CCn2cc(C3CCCCC3)nn2)O[C@H]1CO	19	2	-9	0	-0.4	0.4	-3	-0.8
Cc1onc(-c2c(F)cccc2Cl)c1C(=O)NC(=S)NCc1cccnc1	-6	.	4	-8	0.0	0.0	-1	.
COc1ccc(-c2noc(-c3csc([C@@H]4O[C@H](CO)[C@H](O)[C@H](O)[C@H]4O)n3)n2)cc1OC	-7	5	-4	-7	0.2	0.1	.	-0.4
CN(C)S(=O)(=O)c1cccc(NC(=O)CCc2c[nH]c3ccccc23)c1	-26	.	0	-3	-0.1	1.7	-4	1.7
CC(=O)N1CC[C@@H]2[C@H]1c1cc(-c3ccc(C#N)cc3)ccc1N(C)[C@@H]2CO	7	-6	-1	7	0.0	0.0	2	-2.5
O=C(O)C[C@H]1C[C@H]2c3cc(NC(=O)Nc4ccc(F)cc4)ccc3O[C@H]2[C@@H](CO)O1	-1	7	8	5	-0.1	0.0	0	-2.6
c1ccc(CN2C3=NCCN3c3ccccc32)cc1	.	-6	.	14	-0.1	0.0	.	.
O=C(C[C@@H]1CC[C@H]2[C@@H](COC[C@H](O)CN2C(=O)Nc2cccc(F)c2)O1)NCc1ccccc1Cl	3	3	-5	-5	-0.1	0.3	3	0.1
COc1ccc([C@H]2C[C@@H](O)[C@H](n3cc(C4CC4)nn3)CN2Cc2cccs2)cc1	0	6	5	4	0.2	0.0	-1	0.1
COc1cc2c(cc1OC)C(C)N(C(=O)Cn1ncc3c1-c1ccccc1OC3)CC2 (centres undefined)	-8	-3	2	17	0.0	0.0	2	-0.4
CCCCC[n+]1ccn(C2=C([O-])c3ccccc3C(=O)/C2=N\S(=O)(=O)c2ccc(Br)cc2)c1	-7	4	-8	.	-0.1	.	4	-3.0
C/C=C\C=C\C(=O)N1CC2(CC(c3cccc(NC(=O)CC)c3)=NO2)C[C@H]1C(N)=O (some centres undefined)	-48	-9	?	.	0.0	0.4	1	-1.3
Cc1cccc(-c2noc(-c3csc([C@@H]4C[C@H](O)[C@@H](CO)O4)n3)n2)c1	-4	-1	11	-2	-0.1	-0.1	-1	-2.1
CCCNC(=O)C1CC2Cn3c(nc4ccccc43)C2N1C (centres undefined)	-8	0	-15	0	0.3	-0.2	2	1.2
C[C@@H]1CN([C@H](C)CO)S(=O)(=O)c2ccc(/C=C/c3ccccc3)cc2O[C@@H]1CN(C)C(=O)Nc1cc(F)ccc1F	12	1	-3	-7	-0.3	0.6	6	2.4
COc1ccc(CN2C[C@@H](O)COC[C@H]3O[C@@H](CC(=O)NCCN4CCCC4)CC[C@@H]32)cc1	.	-13	9	-3	0.2	0.1	.	2.7
Cc1cc(=O)n2nc(N3CCC(C(=O)NCc4cccc(Br)c4)CC3)sc2n1	-14	-5	-2	8	0.0	.	2	0.9
CC1=C(C(=O)N(C(C)C)C(C)C)CC(CC(=O)NC(c2ccccc2)c2ccccc2)C(=O)N1Cc1ccc(F)cc1 (centres undefined)	-7	-3	-5	-22	.	0.1	0	0.0
Cc1noc(C)c1NC(=O)N(C)C[C@@H]1Oc2ccc(NC(=O)Nc3ccc(C(F)(F)F)cc3)cc2CC(=O)N([C@H](C)CO)C[C@H]1C	10	-2	0	-7	0.0	-7.2	2	-1.6
COc1ccccc1NC(=O)CN1C(=O)COc2ccc(C)cc21	-4	-1	6	9	0.0	.	0	0.4
Cc1c(NC(=O)c2cccs2)cccc1[N+](=O)[O-]	-5	9	13	6	0.0	6.2	-2	.
COc1ccc2c3c(n(C)c2c1)[C@@H](CO)N(C(=O)Nc1ccc(F)cc1)CC31CN(C(=O)NC2CCCC2)C1	25	.	-2	-25	0.4	-0.1	3	0.6
COc1cc(/C=C/CO)cc(OC)c1OC/C=C(\C)CCC=C(C)C	1	-8	4	29	.	.	4	-0.1
C[C@H](CO)N1C[C@H](C)[C@H](CN(C)CC2CC2)Oc2ccc(NC(=O)c3ccncc3)cc2CC1=O	-8	-3	-5	9	-1.2	-0.1	-13	1.5
O=C(Nc1cccc(Oc2ccc(C(=O)O)c(C(=O)O)c2)c1)c1ccc(-c2ccccc2)cc1	-1	4	-1	-2	-0.1	.	42*	-2.6
Cc1ccc(S(=O)(=O)N[C@H](C(=O)NC2CCC(C)CC2)C(C)C)cc1 (some centres undefined)	-29	-2	-5	-14	0.0	-0.3	1	0.5
O=C(CN(Cc1ccccc1)C(=O)c1csnn1)NCc1ccccc1	-5	-4	2	2	0.0	1.5	-1	1.1
CCOC(=O)c1ccc(S(=O)(=O)N2CCC(C(=O)NCC3COc4ccccc4O3)CC2)cc1 (centres undefined)	-6	-7	3	1	-0.2	0.0	1	-1.6
CN(C)C(=O)c1ccc(-c2cccc(-c3nc(C(=O)NC4CCCCC4)cc4c3[C@@H](CCO)N([S@](=O)C(C)(C)C)C4)c2)cc1	-5	0	-2	.	.	.	-3	-3.3
O=C(Nc1cccc(C(=O)N2CCCC2)c1)C1CCCCC1	-10	7	-9	-9	0.0	-0.1	-1	0.1
C/C=C/c1ccc([C@@H]2[C@H](CO)N(Cc3cncnc3)C23CN(C(=O)CC2CC2)C3)cc1	-9	.	11	6	0.0	0.0	0	-0.7
O=C(Nc1ccc2c(c1)CCC2)Nc1ccc2c(c1)OCO2	-13	-5	11	-4	0.5	.	-3	-0.4
COC(=O)C[C@H]1CC[C@@H]2[C@@H](COc3ccc(NC(=O)c4cc(C)on4)cc3C(=O)N2C)O1	-24	3	-8	3	0.0	0.0	-1	-2.7
O=C(Nc1ncc(Cc2cccc(C(F)(F)F)c2)s1)C1CCCO1 (centres undefined)	0	1	-6	-30	0.3	0.3	-3	-2.5
O=C(Nc1cccc(C(F)(F)F)c1)c1ccc2sc([C@H]3C[C@H](O)[C@@H](CO)O3)nc2c1	-11	1	-7	.	0.1	1.4	2	-2.2
O=C(NNC1=NS(=O)(=O)c2ccccc21)c1ccc(Cl)cc1	-4	.	.	14	-0.9	0.6	1	0.5
O=C(CN1CCCC1)Nc1ccc(Br)cc1[N+](=O)[O-]	-5	-4	?	3	0.1	.	0	-1.9
Cc1cc(C)c(S(=O)(=O)Nc2ccc(Cl)cn2)c(C)c1	-13	-1	-3	-16	0.2	-0.5	-7	-1.1
C[C@@H]1CN([C@@H](C)CO)C(=O)c2cccc(NS(=O)(=O)c3ccccc3)c2O[C@@H]1CN(C)CC1CC1	9	-17	-6	-5	0.0	16	1	2.3
COc1ccccc1N(Cc1ccccc1)S(=O)(=O)c1cccc(C(=O)NC2CC(C)(C)NC(C)(C)C2)c1	57*	.	2	-5	-0.1	-0.9	2	1.8
O=C(N(c1ccccc1)c1ccccc1)N(c1ccccc1)c1ccccc1	-13	-8	-3	10	0.0	-0.1	-5	-0.7
CCOc1ccccc1NC(=O)C1CCCN(S(=O)(=O)c2ccc3c(c2)CCCN3C(C)=O)C1 (centres undefined)	10	-6	?	-31	0.0	-1.1	0	-2.7
C[C@H]1CN([C@@H](C)CO)S(=O)(=O)c2ccc(C#CCN(C)C)cc2O[C@H]1CN(C)S(=O)(=O)c1cccc(F)c1	16	6	-6	1	-0.9	0.7	.	-2.4
CS(=O)(=O)Nc1ccc2c(c1)[C@H]1C[C@@H](CC(=O)NCc3ccccc3F)O[C@@H](CO)[C@H]1O2	-3	5	6	-6	-0.1	0.4	0	-4.4
N#Cc1ccc(-c2ccc(C3[C@@H]4CN(C(=O)c5ccncc5)C[C@H]3N4)cc2)cc1 (some centres undefined)	.	.	4&12	0&2	0.1&0.0	-0.2&-0.2	.	2.5&-0.1
O=C(Nc1ccc(N2CCOCC2)cc1)c1cccc2c(Br)cccc12	-26	10	-2	-13	0.5	.	1	-1.0
Cc1ccc(-n2nnnc2CNC(=O)C2CC(=O)N(c3ccc(F)cc3)C2)cc1C (centres undefined)	-12	4	-1	-4	0.1	.	-2	-2.8
COCc1cn(CC(=O)c2sc(NC(=O)C(C)(C)C)nc2C)nn1	-18	.	-1	-16	0.3	0.8	7	3.3
C[C@@H](NC(=O)C[C@@H]1C=C[C@H](NC(=O)c2cccnc2)[C@@H](CO)O1)c1ccccc1	1	-3	-11	-3	0.2	-0.2	1	0.4
C[C@H](O)C#Cc1cnc2c(c1)C(=O)N([C@H](C)CO)C[C@@H](C)[C@H](CN(C)Cc1ccccn1)O2	5	-13	18	16	-0.1	-0.2	2	2.8
Cc1ccc(CNC(=O)c2cc(-c3ccccc3)nn2CC2CC(c3cccc([N+](=O)[O-])c3)=NO2)cc1 (centres undefined)	2	2	-7	.	0.1	-0.6	.	0.4
COC(=O)c1ccc(N2C(c3cc(OC)cc(OC)c3)=Cc3ccc(-c4cnc(OC)nc4)cc3C2CC(=O)C2CC2)cc1 (centres undefined)	0	.	-1	-12	0.1	0.3	-4	2.7
CC(=O)Nc1ccc(C(=O)CSc2nnc(Cn3nnc4ccccc43)n2C)cc1	-19	-2	4	15	.	.	3	-1.2
CN(C)CCN(Cc1ccccc1)S(=O)(=O)c1ccc(-c2ccc(=O)[nH]n2)s1	-11	9	-2	4	0.0	-0.1	-5	-1.6
CCCC#Cc1ccc([C@H]2[C@H](CO)N3C(=O)CN(C(=O)NCCC)C[C@@H]23)cc1	-10	.	8	-6	-0.1	-0.2	-1	-5.2
Cc1c(N=Cc2c(O)n(Cc3ccco3)c(=O)c3ccccc23)c(=O)n(-c2ccccc2)n1C	-2	19	3	-4	.	.	2	2.9
O=C(O)c1ccc(NC(=O)c2cn(-c3ccccc3)nc2-c2ccc(F)cc2)cc1	-16	2	6	-11	0.1	.	2	-0.7
Cc1occc1C(=O)N1CCN(S(=O)(=O)c2ccc(F)cc2)CC1	-14	-3	4	.	0.5	-0.1	2	-1.5
COc1ccc2[nH]c(=O)c(CN(CC3CCCO3)S(=O)(=O)c3ccccc3F)cc2c1 (centres undefined)	-3	-3	2	11	0.1	.	-1	-0.8
Cc1nn(S(=O)(=O)c2ccc(Br)cc2)c(C)c1S(=O)(=O)N1CCOCC1	10	-20	0	-3	0.3	.	4	-3.2

In another format: results already given.
| structure | RAD52 anneal inh | RAD54 inh | DENV2 CPE | GSIS activator | XiGFP reactiv | E-sel inducer | CASP6 VEID inh | CFTR F508del cor |
| --- | --- | --- | --- | --- | --- | --- | --- | --- |
| O=C(Nc1ccc(N2CCOCC2)cc1)c1cccc2c(Br)cccc12 | -26 | 10 | -2 | -13 | 0.5 | . | 1 | -1.0 |
| C[C@H](O)C#Cc1cnc2c(c1)C(=O)N([C@H](C)CO)C[C@@H](C)[C@H](CN(C)Cc1ccccn1)O2 | 5 | -13 | 18 | 16 | -0.1 | -0.2 | 2 | 2.8 |
